Screening results (PubChem BioAssay)
A549 viability: kills or reduces viability of A549 cells in Nrf2 counter-screen; 390,000 tested, 0.16% active; Potency, µM (series often up to 46 µM), inactives show at the top dose activity change, negative = cytotoxicity, most hits filed as inhibitors; A549 ARE-Fluc cells, CellTiter-Fluor viability, 18-24 h; further: potency means the concentration at half of the fitted maximal effect; on the % scale 0 is the no-effect control and ±100 the full control effect
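A549 ARE-Fluc cells in 5% FBS OPTI-MEM, 5000 cells/well, rested 2 h then exposed to compounds in concentration-response for 18-24 h at 37 °C. Viability by CellTiter-Fluor fluorescence (Ex 405/Em 525) after 30 min; luciferase luminescence (BugLite, 15 min, RT) read afterwards.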
ATXN2 expr inh: reduces ATXN2 reporter expression in HEK-293 cells; 360,000 tested, 0.72% active; HEK-293 ATXN2-luciferase reporter, luminescence, 24 h; AID 1745845; Potency, µM (titrated, usually from 57 µM), for the others: top-dose activity change, negative = inhibition, actives largely listed as inhibitors; further: potency means the concentration at half of the fitted maximal effect; on the % scale 0 is the no-effect control and ±100 the full control effect; nearly all actives have a fitted effect of over 55% in size
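qHTS (up to 57 uM final) was run with 24 h compound exposure of reporter cells at 37 °C. Each well was multiplexed: SteadyGlo luminescence measured ATXN2-luciferase expression after a fluorogenic Gly-Phe-AFC viability readout (25 uM final).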
S2 tox: viability counter-screen for ATXN expression inhibitors; S2 cells (HEK-293 line with an ATXN2-luciferase reporter) viability, CellTiter-Fluor protease fluorescence, 24 h; Potency, µM (top dose mostly 56.7 µM), most hits filed as cytotoxic; 400,000 tested, 0.49% active; further: potency means the concentration at half of the fitted maximal effect; nearly all actives have a fitted effect of over 40% in size
IL-2 act: IL-2 activation; IL-2 activation reporter assay, cell-based qHTS; stimulated with anti-CD3/CD4/CD28 beads; in transgenic mouse T cells; activation, % (series mostly up to about 46 µM); 360,000 tested, 0.065% active; in the data active means activation above about 50%; inconclusive means mostly about 30% to 49%; further: 0% is about no effect
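First, unstimulated transgenic mouse T cells were exposed to compound for 60 min. Next, anti-CD3/anti-CD4-coated beads with anti-CD28 were added. Finally, after 18 h at 37 degrees C, EGFP and DsRed were imaged.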
TGFb SMAD3 inh: blocks TGF-b signaling | 410,000 tested, 1.2% active | HepG2 CAGA-GFP TGF-b/SMAD3 reporter, GFP fluorescence, 18 h; TGF-beta stimulated, 500 pg/mL final | Potency, µM (top dose mostly 46.1 µM), without a hit: top-dose activity, negative = inhibition, hits mostly inhibitors; further: potency means the concentration at half of the fitted maximal effect; on the % scale 0 is the no-effect control and ±100 the full control effect; nearly all actives have a fitted effect of over 65% in size
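Inhibition of TGF-beta-driven CAGA-GFP reporter expression in HEPG2 cells is measured by cellular GFP fluorescence after 18 h stimulation with 500 pg/mL recombinant TGF-beta in 1% FBS medium at 37 degrees C.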
Nrf2 activator: activates Nrf2 signaling; AREc32 ARE-luciferase reporter (MCF7-derived line), luminescence, 24 h; Potency, µM (top dose mostly 46.1 µM), without a hit: at the top dose activation, most hits filed as activators; 410,000 tested, 0.31% active; AID 624171; further: potency means the concentration at half of the fitted maximal effect; % of control where 0% means no effect; nearly all actives have a fitted effect of over 65% in size
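Steps: seed AREc32_Fluc cells (1000/well, 5% FBS OPTI-MEM); incubate overnight at 37 deg C; add 23 nL compound; incubate 24 hr; add Steady-Glo; hold 30 min RT; read luminescence.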
EPAC2 ag: agonists of human EPAC2 (RAPGEF4); Q8WZA2; EPAC2 activation, biochemical qHTS; response scale: 100% = 6.5 mM cAMP response; Potency, µM (top dose mostly 154 µM), for inactives: at the highest dose activation, hits mostly activators; 360,000 tested, 0.079% active; AID 720711; further: potency means the concentration at half of the fitted maximal effect; nearly all actives have a fitted effect of over 50% in size
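Nucleotide exchange monitored as fluorescence drop when BODIPY-GDP leaves Rap1B. Reaction: 100 nM EPAC2, 250 nM RAP1B-BODIPY-GDP, 50 uM GDP, room temperature, kinetic read over 30 min. Activity expressed relative to 6.5 mM cAMP.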
Nrf2 inh: blocks Nrf2 signaling | AID 504444 | A549 ARE-Fluc reporter, luciferase luminescence, 18-24 h | Potency, µM (highest dose often 46 µM), for the others: at the highest dose activity change, negative = inhibition, most hits filed as inhibitors | 360,000 tested, 2.1% active; further: potency means the concentration at half of the fitted maximal effect; on the % scale 0 is the no-effect control and ±100 the full control effect; nearly all actives have a fitted effect of over 60% in size
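A549 ARE_Fluc cells, 5000/well, 5% FBS OPTI-MEM; compounds in dose-response, 18-24 h at 37 °C/5% CO2; CellTiter-Fluor viability read (Ex 405/Em 525), then BugLite luciferase luminescence = Nrf2 activity.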
HepG2 tox: kills HepG2 cells in TGF-b inhibitor counter-screen; HepG2 CAGA-GFP viability, ATP luminescence, 18 h; AID 588856; Potency, µM (series often up to 46.1 µM), without a hit: at the top dose activity change, negative = cytotoxicity, most hits filed as cytotoxic; 410,000 tested, 0.76% active; further: potency means the concentration at half of the fitted maximal effect; some results filed as inactive show a strong effect at the top dose
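HepG2 CAGA-GFP cells (1000/well, DMEM with 1% FBS) received compound, then TGF-beta at 500 pg/mL final, and were incubated 18 hours at 37 degrees C. Viability was read by CellTiter-Glo luminescence. Media-only wells were set as complete cell-killing and DMSO as no toxicity.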
* marks the source's active call; other numbers are inactive results; i = inactive; ? = inconclusive; nt = not tested or not shown; [ ] = another dose, or the depositor's remark. Unless noted, the call rests on the fitted dose curve; in most records, active means well fitted curve in the direction sought with a large enough effect; inconclusive means small, poorly fitted or top-dose-only effect, or another doubt; inactive means no such curve, though single readings can be large; an effect the other way counts as inactive or inconclusive.

nr	molecule	A549 viability	ATXN2 expr inh	S2 tox	IL-2 act	TGFb SMAD3 inh	Nrf2 activator	EPAC2 ag	Nrf2 inh	HepG2 tox
1	CCOc1ccccc1Nc1nc(-c2sc(NC(=O)c3cccc(Cl)c3)nc2C)cs1	-7%	25%	i	-0.9	-16%	8.8%	6%	12%	-12%
2	Cc1ccc(S(=O)(=O)N2CCCC(C(=O)NCCC(C)C)C2)cc1 (stereo not given)	-1%	-5%	i	-0.2	11%	-0.4%	-6%	-22%	-1%
3	O=C(CN1CCCC1)Nc1cc(F)ccc1F	-5%	-17%	i	-0.6	-2%	0.2%	18%	-19%	-21%
4	O=C1NC(Cc2ccc(O)cc2)c2nc3ccc(F)cc3c(=O)n2-c2cc3ccccc3cc21 (stereo not given)	nt	?	14µM*	-1.9	?	-4.9%	1%	nt	-28%
5	COc1cccc(CC(=O)Nc2ccc(F)c(S(=O)(=O)N3CCOCC3)c2)c1	0%	22%	i	3.9	-21%	-0.7%	3%	?	-4%
6	Cc1nc(Nc2nc3ccccc3o2)nc(C)c1C	2%	-27%	i	-0.7	1%	-0.6%	10%	?	-43%
7	N#Cc1ccc(S(=O)(=O)N2CCCN(c3ccc(C(F)(F)F)cn3)CC2)cc1	1%	-21%	i	2.9	-7%	0.1%	-1%	0%	0%
8	Cc1ccc(S(=O)(=O)CCc2nnc(N)s2)cc1	-8%	2%	i	-1.6	5%	0.4%	-1%	-17%	-19%
9	Cc1ccc(N=C2NC(=O)/C(=C/C=C/c3ccco3)S2)cc1C	?	-16%	?	-0.5	?	?	5%	-22%	-16%
10	CCOc1cc(CNC(CC)CO)ccc1OCC(=O)Nc1cccc(C(F)(F)F)c1 (stereo not given)	-1%	-23%	i	-0.1	-17%	0.5%	-7%	-5%	-61%
11	CC1C(=O)Nc2ccccc2N1C(=O)c1c(F)cccc1F (stereo not given)	7%	-13%	i	1.1	6%	-0.4%	10%	-3%	1%
12	CC1CC(C)CN(S(=O)(=O)c2ccc(C(=O)N(c3ccccn3)C3CCCCC3)cc2)C1 (stereo not given)	2%	-19%	i	5.8	-26%	-0.4%	7%	-19%	-19%
13	CC(=O)c1nc2ccccc2n1S(=O)(=O)c1ccc(Cl)cc1	10%	1%	i	1.0	2%	-0.3%	13%	nt	-4%
14	COc1ccc(C(=O)O/N=C(\N)c2cccc(C)c2)cc1OC	?	38%[activator]	i	-2.3	-1%	5.4%	7%	3%	-5%
15	Cc1ccc(S(=O)(=O)c2c(N)n(/N=C/c3ccco3)c3nc4ccccc4nc23)cc1C	-16%	17%	i	0.5	-8%	2.0%	5%	?	-1%
16	CC1=NCC(C)c2c1[nH]c1ccccc21 (stereo not given)	17%	-13%	i	-0.6	5%	1.2%	1%	6%	-21%
17	O=C(CCN1C(=O)C2C3C=CC(C4CC34)C2C1=O)OCC(=O)c1ccccc1 (stereo not given)	2%	-6%	i	-3.2	5%	-0.1%	-2%	-4%	12%
18	COc1ccc(S(=O)(=O)N2CCCCCC2)cc1C(=O)NCc1cccs1	2%	-8%	?	-3.4	5%	1.7%	20%	-15%	3%
19	CCC(C(=O)N1CCC(N2CCCCC2)CC1)n1nc(C)c2sc3ccccc3c2c1=O (stereo not given)	0%	nt	i	-0.5	-1%	-0.8%	10%	-12%	-14%
20	CCCCN1C(=O)C(CC(=O)NCCN2CCOCC2)CC(C(=O)N(C(C)C)C(C)C)=C1C (stereo not given)	nt	-7%	i	-3.9	-13%	-0.1%	-1%	nt	-12%
21	O=S(Cc1ccc(Cl)cc1)c1ncc(CO)n1Cc1ccccc1 (stereo not given)	4%	-5%[11.3 µM]	i	-1.3	-13%	-0.1%	3%	-15%	-3%
22	COc1ccc(S(=O)(=O)N2CCC(C(=O)N3CCCCC3)CC2)cc1Cl	-1%	-2%	i	-1.5	-24%	3.1%	-9%	?	0%
23	CCC(C)NS(=O)(=O)c1ccc(OCC(=O)Nc2ccc3c(c2)OCO3)cc1 (stereo not given)	-5%	-2%	i	0.5	-24%	-0.1%	0%	-23%	-21%
24	CC(NC(=O)c1cccc(Br)c1)c1ccccc1 (stereo not given)	-1%	-5%	i	-0.7	1%	-0.3%	5%	-14%	-3%
25	COc1ccc(C(=O)Nc2ccccc2C(=O)Nc2ccccn2)cc1	-13%	23%	i	-1.2	8%	4.3%	6%	9%	-42%

Reprinted from the part before: six entries, then new ones.
nr	molecule	A549 viability	ATXN2 expr inh	S2 tox	IL-2 act	TGFb SMAD3 inh	Nrf2 activator	EPAC2 ag	Nrf2 inh	HepG2 tox
20	CCCCN1C(=O)C(CC(=O)NCCN2CCOCC2)CC(C(=O)N(C(C)C)C(C)C)=C1C (stereo not given)	nt	-7%	i	-3.9	-13%	-0.1%	-1%	nt	-12%
21	O=S(Cc1ccc(Cl)cc1)c1ncc(CO)n1Cc1ccccc1 (stereo not given)	4%	-5%[11.3 µM]	i	-1.3	-13%	-0.1%	3%	-15%	-3%
22	COc1ccc(S(=O)(=O)N2CCC(C(=O)N3CCCCC3)CC2)cc1Cl	-1%	-2%	i	-1.5	-24%	3.1%	-9%	?	0%
23	CCC(C)NS(=O)(=O)c1ccc(OCC(=O)Nc2ccc3c(c2)OCO3)cc1 (stereo not given)	-5%	-2%	i	0.5	-24%	-0.1%	0%	-23%	-21%
24	CC(NC(=O)c1cccc(Br)c1)c1ccccc1 (stereo not given)	-1%	-5%	i	-0.7	1%	-0.3%	5%	-14%	-3%
25	COc1ccc(C(=O)Nc2ccccc2C(=O)Nc2ccccn2)cc1	-13%	23%	i	-1.2	8%	4.3%	6%	9%	-42%
26	C/C(CCS(=O)(=O)c1ccccc1)=N/O	8%	4%	i	-0.5	-9%	-0.4%	-4%	?	2%
27	CCN1Cc2c(cc(OC)c(OC)c2OC)-c2ccccc2S1(=O)=O	2%	13%	i	0.0	10%	0.5%	4%	20%	1%
28	CCC(/C=C1\Sc2ccc(OC)cc2N1CCO)=C\c1sc2ccc(OC)cc2[n+]1CCO	21µM*	?	nt	3.5	0%	?	-8%	?	-1%
29	CC1CCCCN1CCCNC(=O)Cn1ncc2c3ccccc3n(C)c2c1=O (stereo not given)	-2%	-5%	i	nt	-8%	2.7%	nt	?	-2%
30	O=C(NCc1ccccc1Cl)c1ccc2ccccc2n1	4%	30%[activator]	i	1.7	?	5.9%	12%	?	-6%
31	COc1cc(OC)cc(C(=O)NC2CCN(CC(=O)Nc3cccc4ccccc34)CC2)c1	0%	1%	i	0.1	2%	0.4%	-1%	-16%	2%
32	COc1ccc(N2CCN(C(=O)c3cc4ccccc4o3)CC2)cc1	8%	3%	i	0.2	14%	-1.5%	-3%	2%	1%
33	c1ccc(-c2ncc(-c3ccn[nH]3)s2)cc1	-3%	44%[activator]	i	-0.4	9%	7.5%	-6%	?	-23%
34	COc1ccc(-c2ccc(NS(=O)(=O)c3ccccc3)cc2)nn1	4%	15%	i	nt	-9%	0.4%	nt	nt	-18%
35	CC1C=CCC2C(=O)N(c3cccc(C(=O)Nc4ccc(F)cc4)c3)C(=O)C12 (stereo not given)	-1%	3%	i	-2.7	5%	0.5%	11%	-27%	5%
36	COc1ccc(CNC(=O)C2CCC(CNc3c(N4CCCCC4)c(=O)c3=O)CC2)cc1 (stereo not given)	-1%	5%	i	-0.4	0%	1.6%	4%	-3%	-4%
37	Cc1oc2c(c1C(=O)Nc1ccc(OC(F)(F)F)cc1)C1=NCCN1C=N2	6%	1%	i	nt	6%	3.9%	nt	24%	-16%
38	Cc1cccc(OCC(O)Cn2c(-n3nc(C)cc3C)nc3c2c(=O)[nH]c(=O)n3C)c1 (stereo not given)	3%	-38%	i	-0.1	-3%	-0.1%	8%	nt	-14%
39	NC(=S)NN=C1c2cc(S(=O)(=O)N3CCOCC3)ccc2-c2ccc(S(=O)(=O)N3CCOCC3)cc21	?	7%	i	-0.7	-15%	0.0%	-3%	?	-1%
40	Cc1ccc(N2CCN(S(=O)(=O)c3ccc(F)cc3)CC2)c(C)c1	0%	-23%	i	-2.5	-8%	-0.8%	16%	?	-17%
41	CCN(CC)CCNC(=O)NC(=O)c1ccc(Cl)cc1	2%	0%	i	-0.7	22%	0.4%	9%	7%	7%
42	CCN(CC)S(=O)(=O)c1ccc(NC(=O)C2CC(=O)N(c3ccc4c(c3)OCCO4)C2)cc1 (stereo not given)	15%	-20%	i	-1.2	6%	-0.4%	-5%	-7%	9%
43	O=C(CSc1cccc[n+]1[O-])Nc1c(Br)cc([N+](=O)[O-])cc1Br	5%	-8%[11.3 µM]	i	1.0	-18%	-0.5%	1%	-22%	-4%
